Screening data: PubChem BioAssay, The Scripps Research Institute Molecular Screening Center
rat GALR2 ag: GALR2 (rat) receptor agonism. cell-based GALR2 agonist screen. activation, % at 10 µM. 0.5% of 16,000 active. AID 833; in the data active = activation above about 15%
PME-1 Maybr inh: PME-1 (human) inhibition, Maybridge primary screen; inhibition, % at 9 µM; Q9Y570; 0.5% of 16,000 active; recombinant PME-1, FP-Rh probe fluorescence polarization; AID 2291; in the data active = inhibition above about 30%
Nox1 inhibitor: human Nox1 inhibition; inhibition, % at 6.7 µM; Q9Y5S8; HT29 cells, luminol chemiluminescence ROS; 0.81% of 16,000 active; AID 1792
Target sequence (Q9Y5S8 whole entry, looked up): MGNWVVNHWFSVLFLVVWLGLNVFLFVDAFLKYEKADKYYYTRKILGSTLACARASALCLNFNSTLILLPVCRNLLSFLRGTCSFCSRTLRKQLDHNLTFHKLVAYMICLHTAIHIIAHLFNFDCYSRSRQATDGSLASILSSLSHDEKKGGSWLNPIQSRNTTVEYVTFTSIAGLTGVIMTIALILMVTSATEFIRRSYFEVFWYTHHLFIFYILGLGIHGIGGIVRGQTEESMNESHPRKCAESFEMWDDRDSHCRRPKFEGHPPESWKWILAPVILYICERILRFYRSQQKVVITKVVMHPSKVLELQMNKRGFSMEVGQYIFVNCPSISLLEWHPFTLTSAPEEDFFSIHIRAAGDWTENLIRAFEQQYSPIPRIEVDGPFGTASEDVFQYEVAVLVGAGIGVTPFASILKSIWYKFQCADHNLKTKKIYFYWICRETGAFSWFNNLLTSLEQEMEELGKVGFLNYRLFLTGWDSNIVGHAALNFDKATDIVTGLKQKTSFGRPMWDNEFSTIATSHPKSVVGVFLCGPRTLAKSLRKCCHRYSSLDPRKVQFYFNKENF
Luminol counter: quenches luminol chemiluminescence in Nox1 counter-screen. HRP/luminol/H2O2 chemiluminescence counterscreen. AID 1823. 0.4% of 16,000 active. inhibition, % at 6.7 µM; also: reference of the scale not given here
S1P1 ag: activates the human S1P1 receptor | P21453 | S1P1 agonist cell-based reporter assay | activation, % at 4.5 µM | 1.5% of 16,000 active; in the data active = activation above about 80%
Target sequence (P21453 whole entry, looked up): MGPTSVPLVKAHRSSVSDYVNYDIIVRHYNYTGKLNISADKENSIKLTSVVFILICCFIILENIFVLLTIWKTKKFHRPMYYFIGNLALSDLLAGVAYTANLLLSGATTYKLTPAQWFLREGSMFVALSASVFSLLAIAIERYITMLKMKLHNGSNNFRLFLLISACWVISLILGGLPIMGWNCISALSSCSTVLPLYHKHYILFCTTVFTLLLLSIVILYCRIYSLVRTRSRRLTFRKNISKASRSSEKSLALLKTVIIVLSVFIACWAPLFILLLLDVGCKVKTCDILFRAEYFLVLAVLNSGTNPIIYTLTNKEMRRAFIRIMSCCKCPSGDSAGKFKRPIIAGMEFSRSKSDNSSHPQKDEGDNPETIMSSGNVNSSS
TLR4 MyD88 blk: inhibitors of human TLR4-MyD88 binding | O00206 | Cell-based TLR4-MyD88 binding inhibition assay | inhibition, % at 10 µM | 0.06% of 16,000 active | AID 811; in the data active = inhibition above about 45%
NOTCH agonist: NOTCH pathway agonism | NOTCH signaling luciferase reporter cells, luminescence | activation, % at 2.5 µM | 0.4% of 15,000 active; in the data active = activation above about 2.2%
KOR antag MB: blocks the human kappa opioid receptor, Maybridge compounds. AID 652031. 0.4% of 16,000 active. OPRK1 cells, antagonist mode, fluorescence readout. P41145. inhibition, % at 9 µM; in the data active = inhibition above about 50%
The depositor's hits bear a star; nt = not tested or not shown. Rule as the data show it, unless noted: active = inhibition above about 75%; inactive = the rest.

SMILES	rat GALR2 ag	PME-1 Maybr inh	Nox1 inhibitor	Luminol counter	S1P1 ag	TLR4 MyD88 blk	NOTCH agonist	KOR antag MB
O=C(NNC(=O)c1ccc(Cl)cc1)C(=O)NNC(=O)c1ccc(Cl)cc1	-6	-2	-24	0	-9	0	0.0	-5
O=C(Nc1ccc(C2CCCCC2)cc1)C(=S)NCc1ccccc1	-9	-1	-11	4	33	-2	-0.7	13
CCO/N=C\c1nn(S(C)(=O)=O)cc1Br	-4	-1	-33	2	-3	nt	-0.3	-12
O=C(Nc1ccc(C(F)(F)F)cn1)C1CCN(c2nccc(C(F)(F)F)n2)CC1	-6	3	-5	1	-16	9	-0.1	12
COCc1cc(N2CCCCC2)nc(-c2csc(C)n2)n1	-6	0	-49	4	11	9	-0.8	2
N/C(=N\OC(=O)Nc1ccc(OC(F)(F)F)cc1)c1cc(Cl)c(N)c(Cl)c1	-6	0	24	-7	8	5	-0.2	20
O=C(Nc1ccc(Br)cc1)C(Cl)Cl	1	1	2	-1	-5	-8	-1.3	8
Cc1cc(=O)c2c(ccc3c[nH][nH]c32)n1	-5	5	27	-8	-3	-4	0.2	7
Cc1onc(-c2ccccc2)c1C(=O)Nc1cc(C(F)(F)F)ccc1N1CCCC1	-10	5	14	-6	2	-6	-0.3	-4
O=C(O)/C=C1\OC(=O)c2ccccc21	-5	-3	-7	-3	-7	10	-0.3	0
CCOc1ccsc1C(=O)NNC(=O)c1ccco1	-8	3	-27	0	-7	-5	-0.1	5
Cc1ccc2nc(C(F)(F)F)cc(OC(C)C)c2c1	-4	-1	-16	1	4	10	-0.2	-2
O=C(N/N=C/c1cccs1)c1cccnc1	-7	-3	-45	3	2	1	-0.7	8
O=S(=O)(CCN1CCSCC1)c1ccccc1	-3	0	-39	1	-12	-2	-0.1	-7
N#CC(=NCCC1=CCCCC1)C1=C(O)c2ccccc2C1=O	13	9	2	-4	16	-3	-0.2	-14

A section of the results above, as a working copy:
SMILES	rat GALR2 ag	PME-1 Maybr inh	Nox1 inhibitor	Luminol counter	S1P1 ag	TLR4 MyD88 blk	NOTCH agonist	KOR antag MB
O=C(NNC(=O)c1ccc(Cl)cc1)C(=O)NNC(=O)c1ccc(Cl)cc1	-6	-2	-24	0	-9	0	0.0	-5
O=C(Nc1ccc(C2CCCCC2)cc1)C(=S)NCc1ccccc1	-9	-1	-11	4	33	-2	-0.7	13
CCO/N=C\c1nn(S(C)(=O)=O)cc1Br	-4	-1	-33	2	-3	nt	-0.3	-12
O=C(Nc1ccc(C(F)(F)F)cn1)C1CCN(c2nccc(C(F)(F)F)n2)CC1	-6	3	-5	1	-16	9	-0.1	12
COCc1cc(N2CCCCC2)nc(-c2csc(C)n2)n1	-6	0	-49	4	11	9	-0.8	2
N/C(=N\OC(=O)Nc1ccc(OC(F)(F)F)cc1)c1cc(Cl)c(N)c(Cl)c1	-6	0	24	-7	8	5	-0.2	20
O=C(Nc1ccc(Br)cc1)C(Cl)Cl	1	1	2	-1	-5	-8	-1.3	8
Cc1cc(=O)c2c(ccc3c[nH][nH]c32)n1	-5	5	27	-8	-3	-4	0.2	7
Cc1onc(-c2ccccc2)c1C(=O)Nc1cc(C(F)(F)F)ccc1N1CCCC1	-10	5	14	-6	2	-6	-0.3	-4
O=C(O)/C=C1\OC(=O)c2ccccc21	-5	-3	-7	-3	-7	10	-0.3	0
CCOc1ccsc1C(=O)NNC(=O)c1ccco1	-8	3	-27	0	-7	-5	-0.1	5
Cc1ccc2nc(C(F)(F)F)cc(OC(C)C)c2c1	-4	-1	-16	1	4	10	-0.2	-2

Later entries.
SMILES	rat GALR2 ag	PME-1 Maybr inh	Nox1 inhibitor	Luminol counter	S1P1 ag	TLR4 MyD88 blk	NOTCH agonist	KOR antag MB
COC(=O)c1ccccc1SC(=O)c1cnc2n(c1=O)CCS2	-10	8	-1	-7	18	-14	-0.2	24
COc1ccccc1NNC(=O)c1cc(C(C)(C)C)nn1Cc1ccccc1	-7	7	91*	0	9	-4	-0.1	21
COCCCN/C(SCc1cc(C(C)=O)ccc1OC)=C(\C#N)C(N)=O	-7	-3	1	-1	-13	-5	-0.1	-25
Oc1ccc(CCc2n[nH]c(=S)n2CCc2ccccc2)cc1	-9	3	-15	-19	10	0	-0.2	-6
COC(=O)c1sc(-c2ccc(Cl)cc2)cc1NC(=O)c1cc(C)nn1C	-3	3	11	-5	0	-1	-0.1	-2
NC(=O)c1ccccc1OCCCN1CCN(c2ccccc2)CC1	-7	5	-51	1	-5	2	-0.5	-18
CCOC(=O)c1cc(=O)c2ccc(OC(=O)c3sc4ccccc4c3Cl)cc2o1	-5	6	6	-6	7	0	-4.5	-1
Cc1c(COC(=O)c2ccccc2)sc2ccccc12	-9	3	-7	-4	-9	-3	-0.7	12
Cn1nc(C(F)(F)F)cc1OC(=O)c1ccccc1Cl	-8	2	-9	-1	0	0	0.7	-1
N/C(CS(=O)(=O)c1ccccc1)=N\OS(=O)(=O)c1ccc(Cl)cc1	-6	-2	-19	5	-12	-4	0.2	-17
Nc1ccc(Oc2cccc(Oc3ccc(N)cc3)c2)cc1	-9	4	-36	-58	8	-3	-0.3	0
NC(=S)NNc1ccc(F)cc1	-3	6	16	3	-15	-10	0.3	44
CCC(C)C1=CC(=Nc2c(C)n(C)n(-c3ccccc3)c2=O)C=C(C(C)CC)C1=O (centres undefined)	-2	-1	-22	3	0	11	-0.5	12
N/C(=N\O)c1ccc(Oc2c(Cl)cncc2Cl)cc1	0	-1	-1	-5	13	2	-0.4	23
O=C(CSCc1csc2ccccc12)NCc1ccc2c(c1)OCO2	-7	1	15	-2	11	2	0.1	-9
CC(=O)Nc1ccc(C)cc1N=Cc1ccncc1	-4	3	-49	0	4	-3	0.0	8
FC(F)(F)c1csc(N/N=C/c2ccccc2Cl)n1	-13	-6	19	4	-17	-1	0.3	5
O=C(NCCC1=CCCCC1)Nc1ccc(OC(F)(F)F)cc1	-5	2	28	-7	-2	-2	0.5	12
N#Cc1nn(-c2cccc(C(F)(F)F)c2)c(=O)[nH]c1=O	-2	6	27	-5	-11	-4	-0.6	22
Clc1ccc(CSc2ccc(-c3ccccn3)s2)cc1	-5	6	23	-3	20	6	-0.2	44
CCSC(=O)NC1CCCCC1	-6	-1	-20	3	0	34	-0.6	8
CC(C)(C)OC(=O)N1CCN(C(=O)Nc2ccc(C(F)(F)F)cc2)CC1	-8	0	-15	2	19	1	-0.1	2
COc1ccc(OC)c(S(=O)(=O)Oc2ccc(C#N)cc2)c1	-2	3	-4	-2	-10	13	-0.1	-10
CC(=O)N/C(=C\c1cnc(-c2ccccc2)[nH]1)C(=O)O	-6	0	-28	0	0	6	0.9	9
C#CCOC(=O)Nc1cnc(Sc2ccccc2)c(C(F)(F)F)c1	-8	-4	-31	-2	11	12	-0.1	-11
Cc1noc(C)c1S(=O)(=O)N1CCN(c2ccccn2)CC1	-6	3	-54	-2	-3	-11	-0.6	-3
O=C1CCCN=C(N(C(=O)c2ccco2)c2cccc(C(F)(F)F)c2)S1	-7	2	-33	1	3	0	-0.5	2
Brc1ccc(-n2nnnc2-c2cn[nH]c2-c2ccccc2)cc1	-6	5	18	-2	-3	-22	-0.2	-3
CC1CN(C2=NCCN2)CC(C)O1 (centres undefined)	0	2	-34	2	6	nt	-0.4	-6
O=C1CS/C(=C/C(=O)N2CCCC2)N1	-4	1	-5	1	-5	-5	-1.1	-20
Cc1cc(OCc2nnc(-c3ccc4ccccc4c3)o2)c2nncn2n1	-7	3	-48	5	-2	17	-0.5	8
CCOC(=O)[C@H](CCCN=C(N)N)NC(=O)c1ccccc1	-2	-4	-69	2	-4	3	-0.4	-12
Fc1cccc(Cl)c1CN1CCN(c2ncnc3scc(-c4cccs4)c23)CC1	-5	-3	-9	2	10	3	-0.9	-32
N#CCC(=O)NCc1ccco1	-9	-4	5	4	-6	17	-1.1	-1
O=C(O)CC1(CC(=O)NCc2ccco2)CCCCC1	-7	4	-9	-3	-4	-10	-0.2	13
CCc1c(C)oc2cc3ccccc3c-2c1C	-9	0	-25	0	5	-3	-0.3	12
COc1cc(OC(C)=O)c(-c2cc(OC(C)=O)c(OC)cc2OC(C)=O)cc1OC(C)=O	-7	-1	44	4	-1	1	0.3	8
CCOC(=O)c1sc(=S)n(-c2ccccc2)c1NC(C)=O	-2	1	-53	-1	-27	4	-0.1	4
N#C/C(=C\NN1CCOCC1)S(=O)(=O)c1cc(C(F)(F)F)cc(C(F)(F)F)c1	-6	1	65	11	-10	7	0.1	-7
Cc1oc2c(F)c(F)c(F)c(F)c2c1C(N)=O	-4	-5	-26	3	-1	3	-0.6	4
CN1CCCC12NCCc1c2[nH]c2ccccc12 (centres undefined)	-6	5	10	-5	16	-2	-0.6	0
Cc1cc(C)c(NC(=S)N(C)C)c(C)c1	-5	2	0	-5	-9	3	-0.6	-2
CO[C@H]1O[C@H](COC(=O)c2ccccc2)[C@@H](O)[C@H](O)[C@H]1OC(=O)c1ccccc1	0	5	-5	-7	9	6	-0.3	13
CN1CCN(c2sc(S(N)(=O)=O)cc2[N+](=O)[O-])CC1	-9	3	-25	-1	0	10	-0.8	-15
O=C(NC1CCN(C(=O)c2cccs2)CC1)C1CCCCC1	-4	1	6	-3	8	5	-0.7	-7
S=c1[nH]c2cc3c(cc2[nH]1)OCCO3	-6	-13	-32	7	-3	-1	0.1	12
O=C(O)C(F)(F)C(F)(F)C(=O)NCc1cccc(Cl)c1	-3	3	3	-8	-7	-3	-0.4	50*
Cc1onc(-c2ccccc2)c1CNS(=O)(=O)c1cnn(-c2ccccc2)c1C	-12	-6	-64	1	8	4	-1.1	106*
O=c1c([N+](=O)[O-])c[nH]n(-c2ccccc2)c1=O	-4	2	-40	1	-17	7	-0.2	12
O=C(NC1CCS(=O)(=O)C1)C12CC3CC(CC(C3)C1)C2 (centres undefined)	-5	6	14	-8	6	-15	0.4	6
CCOC(=O)c1c(C)csc1NC(=O)c1cccs1	19*	-2	-26	-1	-10	2	-0.9	2
CSc1c2c(nc3cc(-c4cccs4)nn13)CC(C)(C)CC2=O	-6	2	-45	-4	-10	2	1.1	3
O=C1OC(COc2ccc(Br)cc2)CN1c1ccccc1 (centres undefined)	-7	-1	14	-1	3	13	-0.4	7
COc1cccc(OC)c1CN(C)C(=O)c1c(C(F)(F)F)ccnc1OC	-2	5	18	-5	1	-4	-0.7	-29
Cc1oc(S(=O)(=O)N2CCOCC2)cc1C(=O)NCCNc1ncccc1C(F)(F)F	-5	9	5	-3	-9	11	-0.7	1
CC(C)CNC(=S)NCCNC(=O)OC(C)(C)C	-5	2	-23	6	9	-16	-0.3	4
O=C(NNC(=O)c1ccc2c(c1)OCO2)c1ccc(C(F)(F)F)cc1	-4	5	-2	-5	-6	-8	-0.2	4
O=C1Nc2ccccc2SC1c1ccccc1 (centres undefined)	-7	4	3	-4	4	3	-0.1	-2
COc1cc(CSc2ccccn2)cc(OC)c1OC	-7	4	-9	-4	-3	-11	-0.4	11
CN(c1ccc(Br)cc1)c1nc(=O)c2cccnc2s1	-3	5	28	-3	-7	-2	-1.0	10

New compounds follow.
SMILES	rat GALR2 ag	PME-1 Maybr inh	Nox1 inhibitor	Luminol counter	S1P1 ag	TLR4 MyD88 blk	NOTCH agonist	KOR antag MB
Oc1ccccc1C=Nc1n[nH]c2ccccc12	-3	6	74	5	12	7	0.3	24
O=C(O)C1CCN(C(=O)c2ccc3nsnc3c2)CC1	-4	1	-18	-1	1	-5	-0.4	-3
O=C(O)CC(C(=O)Nc1cc(C(F)(F)F)cc(C(F)(F)F)c1)C1=CCCCC1 (centres undefined)	-6	-1	-41	-1	-8	-4	-0.9	-8
O=c1c2ccccc2sc2c(O)ccc(Cl)c12	-3	-4	-31	2	1	7	0.7	19
Cc1cc2ncc(-c3ccnc(SCC(=O)Nc4cccc(C(F)(F)F)c4)n3)c(C)n2n1	-7	6	14	-4	-3	-3	-0.2	-33
Cn1c(CSc2ccnc3cc(Cl)ccc23)nnc1SCC(=O)c1ccc(F)cc1	-5	-5	-9	1	12	5	-0.8	-24
COc1cc(CCC(C)NC(=O)Cc2ccccc2)ccc1OC(=O)Cc1ccccc1 (centres undefined)	-6	3	31	-1	-2	1	nt	-21
O=C(O)CCNc1ccc(Cl)cc1	-6	4	-50	-2	-12	-5	-0.4	4
CC(=O)C(Sc1nnc(C(F)(F)F)n1C)C(C)=O	-3	3	6	3	-2	0	-0.1	10
O=C(O)CSC1(SCC(=O)O)CCCCCC1	-10	-4	11	4	-7	4	-1.3	-21
COC(=O)c1sccc1S(=O)(=O)NNC(=O)c1ccc([N+](=O)[O-])cc1	-5	4	13	3	5	4	-0.1	-6
N/C(CS(=O)(=O)c1ccc(F)cc1)=N\OC(=O)Nc1cc(Cl)cc(Cl)c1	-4	-8	-50	4	6	9	-0.1	4
O=[N+]([O-])c1ccc(C=NCCSc2ccc(Cl)cc2)s1	-5	3	-4	-3	0	4	-0.3	21
CC(C)S(=O)(=O)c1csc(NC(=O)N=S(C)(=O)c2ccc(Cl)cc2)c1Cl (centres undefined)	1	2	-22	0	-11	7	-0.6	-12

This is a subset; rates above refer to the full screens.
